Screening data: PubChem BioAssay, National Center for Advancing Translational Sciences (NCATS)
Pf growth 48h = inhibits P. falciparum growth in the first generation, 48 h; P. falciparum luciferase growth in erythrocytes, 48 h; Potency, µM (titrated, usually from 28.7 µM), inactives show top-dose activity change, negative = inhibition, hits mostly inhibitors; hit rate 5.9% among 310,000; AID 504832; note: potency is the fitted concentration of half-maximal effect; % is set by controls: 0 for no effect and ±100 for the full control effect
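First compound was added to culture medium, then infected red cells at 0.1% parasitemia and 2% hematocrit (final). After incubation at 37 C under 5% CO2, luciferase detection reagent was dispensed and light output recorded.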
Tb PYK inh = inhibitors of Trypanosoma brucei pyruvate kinase. hit rate 0.12% among 410,000. TbPYK enzyme, Kinase-Glo Plus ATP luminescence, 45 min. Q57TT1. Potency, µM (highest dose often 76.8 µM), for inactives: at the highest dose activity, negative = inhibition, usual class: inhibitors; note: potency is the fitted concentration of half-maximal effect; % is set by controls: 0 for no effect and ±100 for the full control effect; nearly all actives have a fitted effect of over 50% in size
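Screened from lowest to highest concentration, compounds were pinned into TbPYK/substrate mixtures, and ADP (130 uM final) was added. Plates sat at room temperature for 45 min prior to Kinase-Glo Plus detection by luminescence.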
Pf growth 96h = inhibits malaria parasite growth, 96 h | P. falciparum luciferase reporter growth, 96 h | Potency, µM (top dose mostly 28.7 µM), without a hit: top-dose activity change, negative = inhibition, hits mostly inhibitors | hit rate 6.9% among 320,000; note: potency is the fitted concentration of half-maximal effect; % is set by controls: 0 for no effect and ±100 for the full control effect
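Infected RBCs, 2% Hct / 0.05% parasitemia final; luciferase-reporter P. falciparum; cpd 96 h, 37 C, 5% CO2; luciferase detection reagent; luminescence.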
CHX counter = affects cycloheximide protein synthesis inhibition readout, counter-screen. cell reporter, cycloheximide protein synthesis inhibition counterscreen. AID 2314. max response, %. hit rate 12% among 300,000; in the data active = max response mostly above about 13%, no sharp cut-off; inactive = mostly below about 14%; note: read at 38.3 µM for the half of the compounds with a filed dose; 0% is about no effect
HCV inhibitor = HCV inhibition | hit rate 3.4% among 340,000 | Huh7.5.1 HCVcc-Cre infection, luciferase reporter, 44 h | Potency, µM (doses to about 41.8 µM), inactives show at the top dose activity change, negative = inhibition, hits mostly inhibitors; note: potency is the fitted concentration of half-maximal effect; % is set by controls: 0 for no effect and ±100 for the full control effect
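Reporter virus HCVcc-Cre (~0.5 moi) infects cells exposed to compound; seeding density 1,000 cells/well with 4 h settling beforehand. Luminescence, 15 sec read, taken 44 h post-infection following a 15 min RT substrate incubation.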
Shiga inhibitor = blocks Shiga toxin action in Vero cells; Vero cells, Shiga toxin protein synthesis inhibition reporter; inhibition, % at 38.7 µM; hit rate 9.2% among 290,000; AID 2315; in the data active = inhibition mostly above about 28%, no sharp cut-off; inactive = mostly below about 43%; note: 0% is about no effect
LmPK inhibitor = LmPK (Leishmania mexicana) enzyme inhibition | hit rate 0.37% among 290,000 | purified LmPK, Kinase-Glo ATP luminescence, 1 h | Potency, µM (titrated, usually from 57.5 µM), for the others: at the top dose activity change, negative = inhibition, usual class: inhibitors | AID 1721 | Q27686; note: potency is the fitted concentration of half-maximal effect; % is set by controls: 0 for no effect and ±100 for the full control effect
Target sequence (Q27686 whole entry, looked up): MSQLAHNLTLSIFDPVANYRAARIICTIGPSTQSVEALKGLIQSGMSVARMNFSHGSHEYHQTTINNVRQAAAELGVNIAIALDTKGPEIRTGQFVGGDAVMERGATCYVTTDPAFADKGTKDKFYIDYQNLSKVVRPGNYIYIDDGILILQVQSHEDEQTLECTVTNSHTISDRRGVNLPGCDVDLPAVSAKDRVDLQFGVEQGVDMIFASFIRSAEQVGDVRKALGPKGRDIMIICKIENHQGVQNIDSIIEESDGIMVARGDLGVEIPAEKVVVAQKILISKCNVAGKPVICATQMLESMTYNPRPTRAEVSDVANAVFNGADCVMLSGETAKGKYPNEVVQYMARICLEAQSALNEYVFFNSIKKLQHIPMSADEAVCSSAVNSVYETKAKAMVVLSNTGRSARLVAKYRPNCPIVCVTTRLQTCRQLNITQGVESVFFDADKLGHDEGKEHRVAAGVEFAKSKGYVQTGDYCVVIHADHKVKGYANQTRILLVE
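In 50 mM imidazole pH 7.2 with 7 mM MgCl2, LmPK (0.1 nM) turned over PEP (0.5 mM) and ADP (0.1 mM) for 1 h at room temperature. Luciferase read-out of ATP.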
Active calls of the source: *; u = inconclusive; x = not tested or not shown; + = active, no number; & = joins results of further samples; [ ] = another dose, or the depositor's remark. Unless noted, calls come from the whole dose curve; as a rule, active = well fitted curve in the direction sought with a large enough effect; inconclusive = small, poorly fitted or top-dose-only effect, or another doubt; inactive = no such curve, though single readings can be large; an effect the other way counts as inactive or inconclusive. Outcome played no part in choosing rows; 24% or so of the library scored in one or more.

Each structure is followed by: Pf growth 48h, Tb PYK inh, Pf growth 96h, CHX counter, HCV inhibitor, Shiga inhibitor, LmPK inhibitor
CN1C2C(Br)CCCCN2c2ccc(F)cc2S1(=O)=O (stereo unspecified)
    9%, -1%, 35%[activator], -5, 2%, 6, -5%
O=c1[nH]c(=S)n(-c2ccccc2)c(O)c1/C=N/N1CCCCC1c1cccnc1 (stereo unspecified)
    2%, -20%, 74%[activator], 2, 15%, 4, -15%
O=C(Nc1ccccc1Cl)c1sccc1-c1ccccc1
    u, 0%, u, -6, -8%, 3, -1%
Cc1nn(C2CCS(=O)(=O)C2)c(C)c1CN(C)C(=O)c1ccc(Cl)cc1 (stereo unspecified)
    12%, 1%, 19%, x, -8%, x, x
Cc1ccc(OCC(=O)N(Cc2cccc(F)c2)C2CCS(=O)(=O)C2)cc1 (stereo unspecified)
    u, 0%, 10µM*, -1, 9%, -4, 11%
Cc1cc(C)n(C(=O)COc2c(C)cccc2C)n1
    -10%, 0%, x, 3, 1%, -14, 4%
Cc1ccccc1Cn1cc(NC(=O)CSc2nc3c(c(C(F)(F)F)n2)CCc2ccccc2-3)cn1
    u, -15%, u, 1, 13µM*, -16, 2%
CC1(C)C[C@H]2C=C(C=O)[C@]3(C=O)C[C@]3(C)[C@H]2C1
    u, 0%, u, -9, 3.2µM*, -21, 6%
O=C(CNC(=O)c1ccccc1Br)N/N=C/c1ccc(O)cc1
    203%[activator], -3%, u, 11, -8%, -4, -4%
C=CCn1c(COc2cccc(C)c2)nnc1SCn1nnc2ccccc2c1=O
    -4%, -14%, -16%, 14*, 5%, 29, 2%
CC(O)CNCCCOc1cccc(Oc2ccccc2)c1 (stereo unspecified)
    u, 3%, 10%, 15, -19%, 27, 0%
CCOC(=O)C1CCN(C(=O)C(CCSC)NC(=O)COc2ccccc2)CC1 (stereo unspecified)
    u, -6%, u, x, u, x, x
CCOc1ccc(NC(=O)CN2C(=O)CCSc3ccc(S(=O)(=O)N4CCCC4)cc32)cc1
    u, 1%&2%, 9%, -9, -28%, -2, -2%
CCN(CC)CCN(C(=O)C1CCCCC1)c1nc2cc3c(cc2s1)OCO3
    u, 4%, 5%, -2, -20%, -13, 1%
COc1ccc(NC(=O)CSc2nc3ccccc3c(=O)n2CCCC(=O)NCC2CCCO2)c(OC)c1 (stereo unspecified)
    u, 0%, -18%, -2, u, 21, -1%
O=C(NCc1nc2ccccc2[nH]1)c1ccc(S(=O)(=O)N2CCOCC2)cc1
    u, -2%, -1%, -3, 1%, -6, 2%
CCC(=O)c1ccc(OCC(=O)OCC(=O)c2cc(C)n(C)c2C)cc1
    u, -5%, 13µM*, -3, x, -8, -9%
CC(C)Cc1nnc(NC(=O)CCC(=O)NC2CCCC2)s1
    u, 8%, u, 5, 5%, 11, 6%
O=C(OCC(=O)N1CCN(C(=O)c2ccco2)CC1)c1ccccc1
    28%, 3%, 18%, 29*, 7%, 78*, 4%
Cc1ccc2cc(C#N)c(NCCNC(=S)NCCCN3CCOCC3)nc2c1
    u, 0%, 32%[activator], -5, u, 26, -7%
CCCN(CC(=O)Nc1ccccc1C)CC(=O)Nc1ccc(Br)cc1F
    u, 0%, -23%, -1, -15%, -2, 1%
CC(C)c1nnc(SCC(=O)N2CCN(C(=O)c3ccco3)CC2)n1N
    -3%, -7%, 12%, -2, 9%, 4, 0%
CC(C)CN1C(=O)C(=O)N(CC(=O)c2ccc3c(c2)OCO3)C1=O
    6%, -5%, 32%[activator], x, 3%, x, x
CC12CCC(=O)N1C(C(=O)N1CCN(S(=O)(=O)c3ccc(Br)cc3Cl)CC1)CS2 (stereo unspecified)
    u, 4%, u, x, u, x, x
COCCNc1ncnc2c1nc1n2CCCC1
    32%[activator], 2%, 17%, -4, -2%, -8, 0%
CSCCNC(C)=O
    x, x, 29%, -2, x, -18, 8%
Cc1ccc(-c2nnc(Nc3ccc(CC(N)=O)cc3)c3ccccc23)cc1S(=O)(=O)NCC1CCCO1 (stereo unspecified)
    0.83µM*, -8%, u, -1, -5%, 9, 1%
CCOc1ccccc1/C=C(/NC(=O)c1ccccc1)C(=O)NCC(=O)O
    0%, -2%, 0%, -1, u, -11, 2%
COc1ccc(NC(=O)N2C[C@@H]3C[C@@H](C2)c2cccc(=O)n2C3)c(OC)c1
    u, 6%, -25%, -1, 4%, -12, -2%
CC12CCC(C(=O)N/N=C/c3ccc(O)cc3O)(OC1=O)C2(C)C (stereo unspecified)
    u, -15%, u, -4, -16%, 1, -7%

Structures listed so far containing a Cl atom (3):
Each structure is followed by: Pf growth 48h, Tb PYK inh, Pf growth 96h, CHX counter, HCV inhibitor, Shiga inhibitor, LmPK inhibitor
O=C(Nc1ccccc1Cl)c1sccc1-c1ccccc1
    u, 0%, u, -6, -8%, 3, -1%
Cc1nn(C2CCS(=O)(=O)C2)c(C)c1CN(C)C(=O)c1ccc(Cl)cc1 (stereo unspecified)
    12%, 1%, 19%, x, -8%, x, x
CC12CCC(=O)N1C(C(=O)N1CCN(S(=O)(=O)c3ccc(Br)cc3Cl)CC1)CS2 (stereo unspecified)
    u, 4%, u, x, u, x, x

Next part:
Each structure is followed by: Pf growth 48h, Tb PYK inh, Pf growth 96h, CHX counter, HCV inhibitor, Shiga inhibitor, LmPK inhibitor
Cc1ccc(CN2[C@@H](CC3CCCCC3)COCCS2(=O)=O)cc1
    34%, 5%, u, -4, -4%, -5, 7%
Cc1nc(N2CCN(C(=O)c3ccco3)CC2)nc2c1C(=O)CC(C)C2 (stereo unspecified)
    -4%, 2%, -4%, 8, u, 21, -5%
CN=c1sc2ccccc2n1CC(O)COc1ccccc1 (stereo unspecified)
    u, -1%, -1%, -3, -5%, 5, 5%
O=c1[nH]c(=O)n(Cc2ccco2)c(O)c1C=NCc1ccc2c(c1)OCO2
    -4%, 2%, u, 4, 0%, 2, 1%
CSCCC1NC(=O)NC1=O (stereo unspecified)
    x, 5%, -2%, -2, 2%, 3, 0%
CCc1ccc(-c2csc(NC(=O)C3CC(=O)N(c4ccc5c(c4)OCCO5)C3)n2)cc1 (stereo unspecified)
    36%[activator], 9%, u, 14*, 11µM*, +, 0%
Cc1oc(-c2ccccc2F)nc1CS(=O)(=O)CC(=O)N1CCN(c2ccccc2)CC1
    x, 0%&-7%, -4%, -9, -11%, -11, 14%
Cc1ccc(-c2noc(-c3ccccc3Br)n2)cc1
    311%[activator], -5%, 362%[activator], 35*, -21%, 65*, -13%
O=C(NCc1ccccc1Br)c1ccc2c(c1)OCCO2
    6%, 0%, -8%, 12, 5%, x, 4%
CN(C)S(=O)(=O)c1ccc(Cl)c(NC(=O)COC(=O)c2ccc3c(c2)NC(=O)CS3)c1
    u, -20%, u, -3, -26%, -13, 1%
COc1cccc(NC(=O)c2sc3nc(N4CCOCC4)c4c(c3c2N)CCCC4)c1
    -12%, u, u, 25*, -24%, 30*, -16%
CCCCOC(=O)c1ccc(NC(=O)C(=O)CC(=O)c2ccc(OC)cc2)cc1
    x, 1%, 2%, 15, -7%, 62, 1%
COC(=O)c1nc(NC(=O)C(C)(C)C)n[nH]1
    2%, 2%, x, -2, 13%, 10, -10%
COc1ccc(Cl)cc1NC(=O)C(C)NC(c1ccccc1)c1ccccc1 (stereo unspecified)
    13µM*, -8%, 2.9µM*, -1, u, -25, -3%
COc1ccc(N(CC(=O)NCc2cccs2)S(=O)(=O)c2ccc(F)cc2)cc1
    u, -7%, u, x, -5%, x, x
COc1cc2c(cc1OC)CN(CC(=O)Nc1ccc(S(=O)(=O)N3CCCC3)cc1)CC2
    0%, 2%, 13µM*, 5, -28%, -12, -5%
COc1cccc2cc(C(=O)Nc3ccc(S(=O)(=O)NCC4CCCO4)cc3)c(=O)oc12 (stereo unspecified)
    2.1µM*, 3%, 60%[activator], -2, 35%[activator], -3, 1%
Cc1ccccc1OCC(=O)NC(Cc1c[nH]c2ccccc12)C(=O)O (stereo unspecified)
    29%, 0%, u, -1, 5%, 5, -1%
Cc1cc(C)c(S(=O)(=O)n2c([N+](=O)[O-])cnc2C)c(C)c1
    18%, -8%, -3%, 4, 19%, 15, -2%
Cc1c(C=O)c2ccccn2c1C(=O)c1cccc([N+](=O)[O-])c1
    17%, -3%, u, 7, u, -9, 3%
O=C(O)c1nc(-c2ccccc2)n(-c2cccc(C(F)(F)F)c2)n1
    0%, 0%, u, 9, u, 39, -3%
CCn1cnc2cc(NC(=O)c3ccc(C)cc3)ccc21
    229%[activator], -2%, 75%[activator], 44*, -10%, 49*, -9%
O=C(Nc1nnc(-c2ccc(F)cc2)s1)C1CCN(S(=O)(=O)c2ccc(Cl)cc2)CC1
    10%, -2%, 16%, 3, -1%, 1, -1%
CCN(CC)C(=S)Oc1c(Cl)cccc1Cl
    20%, -10%, 20%, -1, 23%, 36, 4%
CCCC(=O)Nc1nnc(CC(=O)OCC)s1
    -4%, -12%, -21%, -3, 10%, -2, -16%
C#CCOCCOCCOCCNc1nc(N2CCN(C(=O)[C@H](CCCCN)n3cc([C@@H](N)C(C)CC)nn3)CC2)nc(N2CCN(C(=O)[C@H](CCCCN)n3cc([C@@H](N)CO)nn3)CC2)n1 (stereo partly specified)
    3%, x, 62%[activator], 2, x, 17, 1%
CNC(=O)C1CCN(S(=O)(=O)c2c(C)noc2/C=C/c2cccc(OC)c2)CC1
    u, 0%, 35%[activator], 10, 1%, 4, -2%
C#CCNC(=O)C1=C[C@H](c2coc3ccccc3c2=O)C[C@H](OCCCCO)O1
    26%, -4%, 2%, 2, 20%, -5, 5%
C[C@H]1C[C@@H]2[C@@H]([C@@H](O)C[C@@]3(C)[C@H]2CC[C@]3(O)C(=O)CO)[C@@]2(C)C=CC(=O)C=C12
    -16%[12.8 µM], 2%[33.2 µM], u, x, x, x, x
Cc1ccc(/C=C/C(=O)O)cc1S(=O)(=O)Nc1ccccc1C(=O)O
    -10%, -4%, 10µM*, 7, 6%, -4, 0%
CN(C)CCOC(=O)c1ccc(COc2ccccc2Br)o1
    -23%[0.00184 µM], 0%, 29%, -6, 12%, 2, 5%
N#Cc1nc(-c2ccc(OCc3ccc(Cl)cc3)cc2)oc1NCc1cccnc1
    -6%, -5%, u, 35*, 8%, 75*, -6%
Cc1nc(-c2ccccn2)nc(SCC(=O)c2ccccc2)c1Cl
    15µM*, -5%, 5.2µM*, -2, -74%, -14, 0%
OC(c1ccc(Cl)cc1)C(CN1CCOCC1)c1ccccc1 (stereo unspecified)
    2.3µM*, -1%, 2.1µM*, -3, 13%, 2, 8%
O=C(COc1ccc(S(=O)(=O)N2CCOCC2)cc1)N1CCN(c2ccccc2)CC1
    u, -5%, 88%[activator], -1, x, 8, 1%
O=C(CN(C(=O)c1csnn1)c1ccccc1)NCCc1ccccc1
    0%, 9%, 61%[activator], -6, 8%, -5, -6%

Full records, looked up by structure. Order of screens: Pf growth 48h	Tb PYK inh	Pf growth 96h	CHX counter	HCV inhibitor	Shiga inhibitor	LmPK inhibitor
O=C(CN(C(=O)c1csnn1)c1ccccc1)NCCc1ccccc1 is listed with 0%	9%	61%[activator]	-6	8%	-5	-6%
O=C(COc1ccc(S(=O)(=O)N2CCOCC2)cc1)N1CCN(c2ccccc2)CC1 is listed with u	-5%	88%[activator]	-1	x	8	1%
Cc1nc(-c2ccccn2)nc(SCC(=O)c2ccccc2)c1Cl is listed with 15µM*	-5%	5.2µM*	-2	-74%	-14	0%
